# Screening results from PubChem.
# TRPML3 ag – agonists of human TRPML3 channel; Q8TDD5; HEK293 TRPML3-YFP, Fluo-8 calcium fluorescence; 100% = the carbachol control signal; activation, % at 3 µM; actives 0.29% (n = 220,000); AID 1448;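 active = activation above its plate's cutoff, the mean activation of the plate's test wells plus 3 SD, cut at about 12% in these data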;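 also: 0% = DMSO only wells and 100% = carbachol wells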
# Target sequence (Q8TDD5 whole entry, looked up): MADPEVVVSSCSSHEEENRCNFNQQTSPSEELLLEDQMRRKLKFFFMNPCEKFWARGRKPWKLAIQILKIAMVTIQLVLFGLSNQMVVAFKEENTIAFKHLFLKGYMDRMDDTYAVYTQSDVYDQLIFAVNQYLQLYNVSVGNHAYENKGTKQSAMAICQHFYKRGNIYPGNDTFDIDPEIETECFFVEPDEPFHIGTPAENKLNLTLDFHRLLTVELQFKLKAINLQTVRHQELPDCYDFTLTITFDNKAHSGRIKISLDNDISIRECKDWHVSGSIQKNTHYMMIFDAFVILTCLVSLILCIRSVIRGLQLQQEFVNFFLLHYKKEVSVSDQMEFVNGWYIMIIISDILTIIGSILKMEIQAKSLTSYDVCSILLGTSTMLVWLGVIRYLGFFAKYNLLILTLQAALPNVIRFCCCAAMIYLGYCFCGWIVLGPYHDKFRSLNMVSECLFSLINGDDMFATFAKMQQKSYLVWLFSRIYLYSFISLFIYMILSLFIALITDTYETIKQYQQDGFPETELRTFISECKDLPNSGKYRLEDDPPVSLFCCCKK
#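 Test system – HEK293 line with stable expression of human TRPML3-YFP channel · Control set – carbachol 87 µM final as high control (100%), DMSO as low control (0%) · Signal – Fluo-8 calcium dye fluorescence, ex 470-495, em 515-575 nm · Incubation – 1-h 37 °C dye load, 5-s basal, 120-s post-compound reads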
# BaF3 parental – parental Ba/F3 viability inhibition as JAK2V617F counter-screen | CellTiter-Glo ATP luminescence | inhibition, % at 5.6 µM | actives 1.1% (n = 220,000) | AID 1486;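 active = inhibition above a per-campaign cutoff, the mean inhibition of all tested compounds plus 3 SD, cut at about 27% in these data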;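 also: 0% = DMSO wells and 100% = JAK Inhibitor I control wells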
# m-calpain inh – blocks pig calpain II enzyme activity; purified calpain II, fluorogenic peptide substrate, 30 min; inhibition, % at 16 µM; actives 0.37% (n = 220,000);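 active = inhibition above about 50%, limit read from the data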
# S1P4 agonist – human S1P4 receptor agonism. activation, % at 4.98 µM. AID 1509. O95977. S1P4-expressing cell line, agonist reporter assay. actives 0.35% (n = 220,000); in the data active = activation above about 11%;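 also: 0% = DMSO vehicle and 100% = reference agonist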
# Ba/F3 V617F tox – lowers viability of Ba/F3 cells expressing EpoR and JAK2V617F. ATP luminescence. inhibition, % at 5.6 µM. actives 1.1% (n = 220,000). AID 1446;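 active = inhibition above the campaign mean plus 3 SD over all tested compounds, cut at about 24% in these data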;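 also: cytokine-independent growth of Ba/F3 cells driven by EpoR plus mutant JAK2; 0% = DMSO-treated cells and 100% = JAK inhibitor I control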
# PERK inhibitor – inhibitors of human PERK kinase | inhibition, % at 5.6 µM | actives 0.17% (n = 220,000) | CHO PERK-DD fusion, SEAP luminescence translation reporter | AID 1416;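 active = inhibition above the mean inhibition of all tested compounds plus 3 SD, set separately per screening campaign, cut at about 2.9% in these data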;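 also: PERK kinase domain activated by AP20187 dimerizer at 100 nM; 0% = DMSO with dimerizer and 100% = rapamycin at 8.4 µM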
# zfTRPN1 agonist – activates the zebrafish TRPN1 channel; activation, % at 3 µM; actives 0.18% (n = 220,000); HEK293 zebrafish TRPN1-YFP, Fluo-8 calcium fluorescence; 100% = response to 87 µM carbachol;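 active = activation above its plate's cutoff, the mean activation of test wells on that plate plus 3 SD, cut at about 19% in these data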;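 also: 0% = DMSO alone and 100% = 87 µM carbachol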
#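 Material: zebrafish TRPN1-YFP in HEK293 cells. Doses: one dose of 3 µM, 0.3% DMSO. Incubation: dye 1 h 37 °C plus 30 min RT. Measured by: intracellular calcium fluorescence with Fluo-8.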
# EP2 mod – modulators of human EP2 prostaglandin E2 receptor; P43116; EP2-expressing cells, cAMP HTRF FRET, PGE2 co-stimulation; induction, % at 25 µM; actives 0.83% (n = 260,000); AID 940;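 active = compounds whose cAMP rise, as percent of the full-agonist control response, exceeds 60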;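 also: rat C6 glioma line stably carrying human EP2 under a CMV promoter; the protocol text gives 20 µM as final concentration; 100% = response of wells given 1 µM PGE2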
# Target sequence (P43116 whole entry, looked up): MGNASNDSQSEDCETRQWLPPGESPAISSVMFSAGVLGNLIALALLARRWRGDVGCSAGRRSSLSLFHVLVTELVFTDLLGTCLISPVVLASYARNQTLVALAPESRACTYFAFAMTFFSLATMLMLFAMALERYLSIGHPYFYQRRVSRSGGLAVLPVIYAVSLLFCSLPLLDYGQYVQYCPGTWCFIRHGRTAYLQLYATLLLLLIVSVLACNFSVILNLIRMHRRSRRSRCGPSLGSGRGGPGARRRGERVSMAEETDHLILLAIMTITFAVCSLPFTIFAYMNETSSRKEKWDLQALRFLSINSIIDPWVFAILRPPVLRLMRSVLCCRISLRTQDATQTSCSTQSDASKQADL
# S1P4 antag – antagonists of human S1P4 receptor. inhibition, % at 4.98 µM. actives 0.26% (n = 220,000). S1P4-expressing cells, antagonist mode, reporter read-out. O95977; in the data active = inhibition above about 29%;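 also: 0% = wells stimulated with agonist and 100% = vehicle wells without agonist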
# An asterisk follows results filed as active; i = inactive; · = no result given; & = joins results of further samples.
smiles,TRPML3 ag,m-calpain inh,EP2 mod,S1P4 antag,S1P4 agonist,BaF3 parental,PERK inhibitor,Ba/F3 V617F tox,zfTRPN1 agonist
O=C(NC1(C(F)(F)F)NC(=O)N(CC2CCCCC2)C1=O)c1ccco1 (centres undefined),0.4,-24,-1,11,-0.2,4,1.0,1,4.9
CC(C)CC(=O)N1CCN(C(=O)c2ccco2)CC1,1.7,9,32,-4,0.5,1,1.2,-1,0.6
CCC1(CC)N([O-])C(C)=C(c2ccccc2)[N+]1=O,-0.1,23,3,4,1.7,2,0.1,1,-0.3
O=C(N/C=N/OCc1ccc(Cl)cc1Cl)NOCc1c(Cl)cccc1Cl,1.1,33,-6,-15,-0.7,10,1.6,2,-0.9
COc1ccc(CSCCc2n[nH]c(=S)n2-c2ccccc2)cc1,-0.3,24,5,2,4.5,9,-0.6,3,0.3
O=C(NC(=S)Nc1ccccc1)c1cc(-c2ccccc2)nc2ccccc12,0.7,-34,12,-18,-0.6,1,-0.2,-4,-0.5
O=C(N/N=C/c1cc(Br)c(Br)o1)C(O)c1ccccc1 (centres undefined),0.4,-39,-11,-20,-3.1,8,0.6,-3,0.6
CCn1c(COc2c(C)cccc2C)nnc1SCC(=O)N1CCN(c2ccccc2)CC1,1.7,8,-14,-19,1.6,1,-1.5,1,6.8
Cc1cc(Cl)ccc1OCC(=O)NNC(=O)C1CCCO1 (centres undefined),1.3,-6,-21,4,0.3,8,0.6,2,0.6
CCCc1[nH]nc2c1C1(CCN(C(=O)OCc3ccccc3)CC1)C(C#N)=C(N)O2,-0.2,-8,-35,-9,-2.5,5,0.3,-2,0.8
COc1ccc(NS(=O)(=O)c2cccc(C(=O)NNC(=O)NCCCl)c2)cc1,1.4,-21,-11,-13,1.2,7,1.3,4,1.3
Cn1c(Cc2ccccc2)nnc1SCCC(=O)Nc1ccccc1,-0.1,-6,16,-3,-1.3,5,0.0,3,-0.1
CCCc1c(C(=O)Nc2ccc(C(F)(F)F)cc2)cnn1-c1ccccc1,0.6,-1,-46,6,2.1,-1,0.4,0,-0.1
CCN(CC)C(=O)c1sc(NC(=O)c2ccc(OC)c([N+](=O)[O-])c2)c(C#N)c1C,1.3,23,7,-10,2.5,7,0.6,0,0.5
CCOc1ccc(-c2nnc3ccc(SCc4ccc(C(=O)OC)o4)nn23)cc1,-0.2,5,-37,10,0.7,-2,-1.3,-4,-0.6
CSc1nccc(-c2sc(SC)c(C#N)c2-c2ccccc2)n1,0.5,9,10,3,0.4,-5,-0.1,2,-1.0
CCN(CC)CC(O)c1cccn1-c1ccc(CNC(=O)NC(C)C)cc1 (centres undefined),1.1,3,12,-5,0.8,5,-0.2,4,0.7
Cc1ccc(-c2nc(=S)c3c(n2Cc2cccnc2)CC(C)(C)OC3)cc1,0.7,0,-35,-20,0.2,3,0.0,1,-0.4
COc1ccc(OC)c(Nc2nc(NCCC(C)C)nc(N)c2[N+](=O)[O-])c1,0.8,-5,63*,-4,-1.1,1,-1.0,-1,-0.9
Cc1ccc(Nc2n[nH]c(C)c2[N+](=O)[O-])cc1C,-0.2,7,-34&2,-14,2.1,2,0.9,1,0.0

# Full records, looked up by structure. Order of screens: TRPML3 ag | m-calpain inh | EP2 mod | S1P4 antag | S1P4 agonist | BaF3 parental | PERK inhibitor | Ba/F3 V617F tox | zfTRPN1 agonist
# Listed for `CCC1(CC)N([O-])C(C)=C(c2ccccc2)[N+]1=O` : -0.1 | 23 | 3 | 4 | 1.7 | 2 | 0.1 | 1 | -0.3
# Listed for `COc1ccc(OC)c(Nc2nc(NCCC(C)C)nc(N)c2[N+](=O)[O-])c1` : 0.8 | -5 | 63* | -4 | -1.1 | 1 | -1.0 | -1 | -0.9
# Listed for `CCN(CC)CC(O)c1cccn1-c1ccc(CNC(=O)NC(C)C)cc1` (centres undefined) : 1.1 | 3 | 12 | -5 | 0.8 | 5 | -0.2 | 4 | 0.7

# Five structures already listed, sorted by length of the SMILES, highest first:
smiles,TRPML3 ag,m-calpain inh,EP2 mod,S1P4 antag,S1P4 agonist,BaF3 parental,PERK inhibitor,Ba/F3 V617F tox,zfTRPN1 agonist
CCN(CC)C(=O)c1sc(NC(=O)c2ccc(OC)c([N+](=O)[O-])c2)c(C#N)c1C,1.3,23,7,-10,2.5,7,0.6,0,0.5
CCCc1[nH]nc2c1C1(CCN(C(=O)OCc3ccccc3)CC1)C(C#N)=C(N)O2,-0.2,-8,-35,-9,-2.5,5,0.3,-2,0.8
CCn1c(COc2c(C)cccc2C)nnc1SCC(=O)N1CCN(c2ccccc2)CC1,1.7,8,-14,-19,1.6,1,-1.5,1,6.8
Cc1ccc(-c2nc(=S)c3c(n2Cc2cccnc2)CC(C)(C)OC3)cc1,0.7,0,-35,-20,0.2,3,0.0,1,-0.4
Cc1ccc(Nc2n[nH]c(C)c2[N+](=O)[O-])cc1C,-0.2,7,-34&2,-14,2.1,2,0.9,1,0.0

# (next part)
smiles,TRPML3 ag,m-calpain inh,EP2 mod,S1P4 antag,S1P4 agonist,BaF3 parental,PERK inhibitor,Ba/F3 V617F tox,zfTRPN1 agonist
CCN(CC)CCN1C(=O)C(=O)/C(=C(/O)c2c(C)[nH]c(C(=O)OC)c2C)C1c1ccc(OC)cc1 (centres undefined),0.4,3,0,-4,0.1,8,1.1,-2,1.6
CC1=NC(C)(C)Cc2cc(C)c(C)cc21,-0.1,-21,13,4,3.8,4,2.8,0,0.3
CCCCCn1c(=O)[nH]c2cc(C(=O)NCCCN3CCC(C)CC3)ccc2c1=O,1.6,-31,-15,-1,0.6,2,-1.3,1,-0.1
CCOC(=O)c1c(-c2cccs2)csc1NC(C)=O,-0.6,-12,28,-28,0.6,4,0.4,1,-2.3
CCCc1nc2cc(CC(=O)OC)ccc2o1,0.1,-35,12,-3,1.9,-1,3.1*,0,-0.2
CCOC(=O)c1ccccc1NC(=O)c1ccc2c(=O)n3c(nc2c1)CCCCC3,-0.1,·,·,-8,-0.6,2,-0.5,-1,0.4
CCOC(=O)C1(Cc2cccc(F)c2)CCN(C(=O)C2CCC2)CC1,-0.1,24,13,7,-0.2,3,-0.6,0,-1.5
Cc1ccc(C2CC(=O)NC3=C2C(=O)CCC3)cc1Br (centres undefined),1.1,11,24,-8,-0.4,4,0.2,-1,1.2
Cc1ccc(C2C3=C(CCCC3=O)OC3=C2C(=O)CCC3)cc1,0.6,21,24,-6,-0.2,7,-0.3,3,2.2
COC(=O)C1=C(C)Nc2nnnn2C1c1ccc(Cl)cc1Cl (centres undefined),0.9,17,-8,-18,-0.3,3,-1.4,-2,0.8
CCN1CCCC1CN(Cc1cc2cc(C)ccc2[nH]c1=O)C(=O)Nc1ccccc1OC (centres undefined),0.2,-4,-24,-17,0.2,1,-0.1,-2,-1.0
Cn1c2c(c(=O)n(C)c1=O)C(c1cccc(F)c1)C(C#N)=C(N)O2 (centres undefined),0.0,1,-20,8,-1.4,0,0.8,-3,-1.3
CCOc1ccc2[nH]c(=O)c(CN(Cc3ccco3)Cc3nnnn3Cc3ccccc3)cc2c1,-0.3,-72,-20,-8,3.6,-1,-1.0,0,0.8
CCOC(=O)Cn1c(=NC(=O)c2nc3ccccc3s2)sc2cc(S(N)(=O)=O)ccc21,0.1,-277,-31,-19,-0.1,10,0.0,0,1.3
COc1ccccc1N1CCN(Cc2nnnn2CCc2ccccc2)CC1,0.4,7,-16,2,-0.3,6,-1.1,-1,2.9
CCOC(=O)C(NC(=O)NCc1ccccc1)(OCC)C(F)(F)F (centres undefined),0.6,-1,7,-24,0.4,7,0.6,0,-0.6
S=C(NC1CC1)NC1CCCc2ccccc21 (centres undefined),0.3,12,4,1,0.2,6,1.1,0,0.5
CC1(C)C(=O)OC(c2ccccc2)C2(CCCC2)C1=O (centres undefined),-0.7,-41,10,11,-0.1,6,-0.1,0,0.9
CCCOc1ccc(C2c3c(oc4ccccc4c3=O)C(=O)N2CCCN2CCOCC2)cc1 (centres undefined),0.3,-31,-20,4,1.7,-1,-1.1,-2,0.3
CCC(C)C(NC(=O)C1CCC(C)CC1)C(=O)NC1CCN(Cc2ccccc2)CC1 (centres undefined),0.6,5,-16,-2,1.2,1,1.7,-1,-0.6
O=C(/C=C/c1c(Cl)nc2ccccn12)N1CCCCC1,-0.6,27,0,-15,1.8,9,-0.3,5,-0.3
c1cc(C(c2nnnn2C2CCCCC2)N2CCN3CCCC3C2)ccn1 (centres undefined),-0.2,-5,11,-22,2.3,0,-0.5,2,-0.6
CCOc1ccc(S(=O)(=O)N(CC(=O)N/N=C/c2cccs2)c2ccc(C)cc2)cc1,0.0,-59,-5,-2,0.1,4,-1.0,-1,-0.2
O=C(c1n[nH]c(=O)c2ccccc12)N1CCOCC1,0.8,-22,18,-12,1.2,2,1.3,-4,1.6
Cc1ccc(N2C(=O)/C(=C\c3ccco3)SC2=S)cc1,0.4,-1,-10,9,-0.9,4,0.8,0,0.9
CC1(C)Cc2c(sc(NC(=O)c3ccc(Br)o3)c2C#N)CO1,0.7,17,6,-20,2.1,5,1.3,-2,1.8
COc1ccc(OC)c(S(N)(=O)=O)c1,1.3,-58,17,-8,1.4,1,0.5,-3,0.0
CC(=O)c1cccc(S(=O)(=O)Nc2ccc3nc(C)sc3c2)c1,3.9,8,-42,0,-0.7,11,-0.7,5,9.8
N#Cc1c(-c2ccc(F)cc2)nc2n(c1=O)CCS2,0.9,5,20,-8,0.1,6,-0.7,-1,-1.2
COc1ccc(CNC(=O)CN(c2cc(C)cc(C)c2)S(=O)(=O)c2c(C)noc2C)cc1,-0.2,-11,21,2,0.5,7,0.6,0,-0.1
COC(=O)c1sccc1NC(=O)CN1CCN(c2ccc(F)cc2)CC1,-0.4,-3,-2,-29,1.5,5,0.0,-1,-1.9
CCc1cccc2sc(NC(=O)c3ccc(N4C(=O)CCC4=O)cc3)nc12,0.7,30,6,13,-3.0,6,0.0,5,0.2
CC(=O)NC(=S)Nc1ccccc1C(=O)NC1CCCCC1,0.8,0,29,-24,0.8,13,0.5,-1,1.1
COc1cccc(C(=O)Nc2cc(C)on2)c1OC,-0.1,-17,15,23,1.4,-2,0.4,-1,-1.6
COc1cccc(N2CCN(CC(=O)c3c(C)[nH]c4ccccc34)CC2)c1,0.8,13,-32,-2,-0.3,5,-2.3,0,1.0
O=[N+]([O-])c1ccc(O)c(C=Nc2ccc3nc(-c4ccccc4)[nH]c3c2)c1,0.7,i,-30,-17,1.1,6,0.7,-5,1.0
COc1ccc(N(CC(=O)NCCSCc2ccco2)S(=O)(=O)c2ccccc2)cc1,-0.6,31,32,-3,1.4,5,-0.5,4,-0.6
N#C/C(=C\c1ccncc1)c1nc2ccccc2c(=O)[nH]1,1.1,-27,-11,-3,-1.8,4,0.4,0,2.0
O=c1c2ccccc2nc2c3ccccc3ncn12,-0.5,·,·,-19,-0.5,1,-0.5,2,0.5
O=C(O)c1ccc(-n2cccc2/C=N\NC(=O)c2cc3cc(Br)ccc3o2)cc1,0.3,-2,1,4,1.1,-1,-0.7,0,-0.8
CSc1nc2oc3c(c2c2nncn12)CC(C)(C)SC3,0.0,11,-49,-11,2.9,3,-1.0,1,0.1
